Compound activity from PubChem.
IDE cell activ – activators of human insulin-degrading enzyme in cells; 340,000 tested, 0.073% active; activation, % at 5.96 µM; AID 493087; P14735; HEK cells, FAbeta-B cleavage, fluorescence polarization; 0% vehicle, 100% cell-free pure enzyme wells;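 active = activation above the mean of all tested compounds plus 3 SD, set per screening campaign, cut at about 17% in these data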
Target sequence (P14735 whole entry, looked up): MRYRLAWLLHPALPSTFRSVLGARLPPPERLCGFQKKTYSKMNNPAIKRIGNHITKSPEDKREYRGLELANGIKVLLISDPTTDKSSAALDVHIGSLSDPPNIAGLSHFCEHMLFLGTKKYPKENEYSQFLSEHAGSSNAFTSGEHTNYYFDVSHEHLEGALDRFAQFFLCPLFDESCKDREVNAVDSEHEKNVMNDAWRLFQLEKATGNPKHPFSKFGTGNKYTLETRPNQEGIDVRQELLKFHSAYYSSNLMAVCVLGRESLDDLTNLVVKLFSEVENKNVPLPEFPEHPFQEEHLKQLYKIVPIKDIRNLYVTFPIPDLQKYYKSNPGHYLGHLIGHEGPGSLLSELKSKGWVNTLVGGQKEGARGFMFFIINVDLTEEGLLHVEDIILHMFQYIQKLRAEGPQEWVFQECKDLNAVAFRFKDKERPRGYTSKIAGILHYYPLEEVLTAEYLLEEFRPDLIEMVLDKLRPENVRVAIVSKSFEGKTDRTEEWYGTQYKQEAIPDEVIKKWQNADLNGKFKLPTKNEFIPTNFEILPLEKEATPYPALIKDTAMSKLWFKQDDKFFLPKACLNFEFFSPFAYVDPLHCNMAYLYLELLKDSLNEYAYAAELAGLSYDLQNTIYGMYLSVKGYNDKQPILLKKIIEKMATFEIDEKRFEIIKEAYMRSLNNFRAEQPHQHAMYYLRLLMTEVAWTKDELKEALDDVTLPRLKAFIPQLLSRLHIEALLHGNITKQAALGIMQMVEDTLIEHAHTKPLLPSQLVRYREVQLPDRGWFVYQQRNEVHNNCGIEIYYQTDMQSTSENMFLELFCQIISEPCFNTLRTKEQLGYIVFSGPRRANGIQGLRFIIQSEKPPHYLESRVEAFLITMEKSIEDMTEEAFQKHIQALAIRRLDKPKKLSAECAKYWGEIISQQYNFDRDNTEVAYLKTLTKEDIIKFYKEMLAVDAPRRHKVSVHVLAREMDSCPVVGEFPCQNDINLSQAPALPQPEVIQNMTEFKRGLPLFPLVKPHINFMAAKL
Numbers without * were called inactive; & = joins results of further samples. Some of the compounds tested; the hit share may differ from the screen's.

Sample of the layout (2 entries):
IDE cell activ | SMILES
3 | CC[C@]12c3[nH]c4cc(-c5ccco5)ccc4c3CCN1C(=O)[C@@H](CC(=O)NCCCOC)C[C@@H]2C(=O)N1CCN(C(=O)c2ccco2)CC1
3 | O=C(CNC(=O)c1ccc(Br)o1)Nc1ccc(F)c(S(=O)(=O)N2CCOCC2)c1

The listing, from the first entry:
IDE cell activ | SMILES
3 | CC[C@]12c3[nH]c4cc(-c5ccco5)ccc4c3CCN1C(=O)[C@@H](CC(=O)NCCCOC)C[C@@H]2C(=O)N1CCN(C(=O)c2ccco2)CC1
3 | O=C(CNC(=O)c1ccc(Br)o1)Nc1ccc(F)c(S(=O)(=O)N2CCOCC2)c1
5 | COc1ccccc1CC(O)CC1c2c(cc3c(c2OC)OCO3)CCN1C (stereo not given)
1 | Cc1ccc(S(=O)(=O)N2CCC(C(=O)N3CCc4ccccc43)CC2)cc1C
9 | CCCCC(=O)OC1CCC2C3CCc4cc(O)ccc4C3CCC12C (stereo not given)
3 | CC(C)N(C(=O)[C@H]1C[C@H](CC(=O)NCCCn2ccnc2)C(=O)N2CCc3c([nH]c4cc(-c5ccco5)ccc34)[C@]12C)C(C)C
-1 | CCN1C[C@@H]2[C@@H]3C(=O)N(Cc4ccccc4)C(=O)[C@@H]3[C@](C)(C1=O)N2C(=O)c1ccc(Cl)cc1
6 | Cc1nc2[nH]c(=O)n(O)c(=O)c2s1
-10 | O=C(NC1=CC(=O)c2ccccc2C1=O)c1ccccc1
0 | O=C(Cc1ccc(NC(=O)C2CCCN(C(=O)CCc3ccccc3)C2)cc1)Nc1cccc(C(=O)N2CCCC2)c1 (stereo not given)
7 | CN(C)CCC1(C2=CCCC2)CC/C(=C/c2ccc(Cl)cc2)C1=O (stereo not given)
5 | COc1ccc2[nH]c3c(c2c1)CCN1C(=O)C(CC(=O)NCCCn2ccnc2)C[C@H](C(=O)N2CCCCC2)[C@@]31CCc1ccccc1 (stereo not given in full)
1 | COc1ccc(OCCCC(=O)OCC(=O)N2CCN(S(=O)(=O)c3ccc(C)cc3C)CC2)cc1
0 | O=C(COC(=O)COc1ccc(Cl)cc1Cl)NC1CCCC1
2 | CCOC(=O)c1ccccc1OC(=O)NNc1ccccc1
-1 | CCc1ccc(NC(=O)CSc2n[nH]c(=O)n2C2CC2)cc1
-6 | CC(=O)C1CCC2C3CCC4CC(=O)CCC4(C)C3C(C)(O)CC12C (stereo not given)
4 | COc1cccc(C(=O)OCC(=O)N2CCc3ccccc32)c1OC
-2 | CC(CNc1ccc(Cl)cc1)(CNc1ccc(Cl)cc1)[N+](=O)[O-]
0 | CN(Cc1ccc(Cl)c(Cl)c1)C(=O)c1ccccc1SCC(=O)N1CCCC1
-4 | Nc1ccc2c(c1)Cc1cc(Cl)c(Cl)cc1-2
6 | Cc1onc(-c2ccccc2)c1C(=O)N[C@@H]1C(=O)N2C1SC(C)(C)[C@@H]2C(=O)O (stereo not given in full)
5 | CCN(C(=O)CSc1nnc(-c2ccccc2Cl)n1N)c1c(N)n(Cc2ccccc2)c(=O)[nH]c1=O
4 | CCN(CC)C(=O)[C@H]1C[C@H](CC(=O)NCc2cccc(C(F)(F)F)c2)C(=O)N2CCc3c([nH]c4cc(-c5ccco5)ccc34)[C@]12C
0 | Cc1ccc(S(=O)(=O)N2CCCCC2)cc1NC(=O)CCNC(=O)c1ccc([N+](=O)[O-])cc1
5 | C[C@H](CCC(=O)OCc1cn(CC(=O)c2ccc(O)cc2)nn1)C1CC[C@H]2[C@@H]3CC[C@@H]4C[C@H](O)CC[C@]4(C)[C@H]3C[C@H](O)[C@]12C (stereo not given in full)
6 | Cc1c(NS(=O)(=O)c2cc(C(=O)NC(C)c3ccccc3)ccc2Cl)c(=O)n(-c2ccccc2)n1C (stereo not given)
1 | COc1ccc(S(=O)(=O)NCCC(=O)OCc2cc(=O)oc3cc(C)ccc23)cc1[N+](=O)[O-]
-1&5 | CCc1nc(N)nc(N)c1-c1ccc(Cl)c(N=[N+]=[N-])c1
5 | O=C(COc1ccc(Cl)cc1)N1N=C(c2cccs2)CC1c1ccco1 (stereo not given)
9 | CCCOc1ccc(C(=O)CCC(=O)OCC(=O)N(CC)c2c(N)n(Cc3ccccc3)c(=O)[nH]c2=O)cc1
6 | O=C1Nc2ccccc2SC1c1ccccc1Cl (stereo not given)
7 | CNC(=O)OCc1nc(SSC(C)(C)C)n(C)c1COC(=O)NC
3 | O=C(NCc1cccnc1)c1cccc(S(=O)(=O)Nc2ccc(F)cc2)c1
2 | CCN(CC)CCCn1c(SCC(=O)NCC2CCCO2)nc2ccccc2c1=O (stereo not given)
-1 | COc1ccc(S(=O)(=O)N2CCCCC2)cc1NC(=O)c1ccc(OC)c(OC)c1
-10 | O=C(c1cn(-c2ccccc2)nc1-c1cccnc1)N1CCN(S(=O)(=O)c2ccc(Cl)cc2)CC1
-2 | Cc1cn(C2CCCO2)c(=O)nc1N (stereo not given)
3 | Cc1ccc(S(=O)(=O)N(C)C)cc1NC(=O)C1CCN(C(=O)Nc2ccccc2)CC1
7 | Cc1cc(NC(=O)NC(=O)c2ccccc2NC(=O)CN)ccc1Oc1ncc(Br)cn1

Four of the entries above in order of the IDE cell activ value, low to high:
| canonical_smiles | IDE cell activ |
| --- | --- |
| Cc1cn(C2CCCO2)c(=O)nc1N (stereo not given) | -2 |
| CCN(CC)CCCn1c(SCC(=O)NCC2CCCO2)nc2ccccc2c1=O (stereo not given) | 2 |
| O=C(NCc1cccnc1)c1cccc(S(=O)(=O)Nc2ccc(F)cc2)c1 | 3 |
| Cc1cc(NC(=O)NC(=O)c2ccccc2NC(=O)CN)ccc1Oc1ncc(Br)cn1 | 7 |

The listing continues:
IDE cell activ | SMILES
6 | NC(=O)C1CCN(C(=O)c2ccc(NS(=O)(=O)c3ccc(Br)s3)cc2)CC1
4 | CC(=O)NC(CC(=O)Nc1cccc(S(=O)(=O)N2CCOCC2)c1)c1ccccc1 (stereo not given)
3 | Cc1ccc(S(=O)(=O)N2CCN(C(=O)COC(=O)CCOc3cc(C)ccc3C)CC2)c(C)c1
1 | CC12CCC(C(S(=O)(=O)Nc3ccccc3)C1=O)C2(C)C (stereo not given)
1 | CCOC(=O)c1c(-c2ccc3ccccc3c2)csc1NC(=O)CCCC(=O)O
-1 | Cc1ccc(C)c(C(=O)CN2C(=O)NC3(CCCCCC3)C2=O)c1
-2 | CC1CC(C)CN(C(=O)COC(=O)c2cccc(S(=O)(=O)N(C)c3ccccc3)c2)C1 (stereo not given)
12 | CCN(CC)c1ccc2nc3ccc(N)cc3[n+](-c3ccccc3)c2c1
2 | COc1cc2c(cc1OC)[C@@H](NC(=O)CCC1CCCCC1)[C@H](O)C2
-3 | CC1(c2ccc3c(c2)OCO3)NC(=O)N(CC(=O)Nc2ccccc2[N+](=O)[O-])C1=O (stereo not given)
-1 | Nc1c(Cl)cc2c(c1Br)Cc1ccccc1-2
0 | CN(C(=O)c1cccc(NC(=O)Cc2ccc(NC(=O)C3CCN(C(=O)C4CC4)CC3)cc2)c1)C1CCC1
0 | Cc1ccc(C(=O)NNC(=O)c2ccc(S(=O)(=O)N(C)c3ccccc3)cc2)cc1
-34 | CCOC(=O)N1CCN(C(=O)C2CCN(C(=O)c3ccccc3C)CC2)CC1
3 | COCCCn1c(C)cc(C(=O)COC(=O)C23CC4CC(CC(O)(C4)C2)C3)c1C
4 | COc1ccccc1[C@H]1C(c2ccccc2)=NN(c2ccccc2)[C@@H]1CO
4 | CCOC(=O)C1=CN(Cc2cccc(F)c2)S(=O)(=O)NC1c1ccccc1 (stereo not given)
1 | CCCCn1c2c(cc(C(=O)OC)c1=O)C(=O)CCC2
6 | CCN(Cc1nc2cc(Cl)ccc2c(=O)[nH]1)C(=O)CN1C(=O)NC2(CCCCC2C)C1=O (stereo not given)
4 | Cc1ccc2nc(N3CCN(C(=O)c4ccccc4F)CC3)c(C#N)cc2c1
-3 | O=C(Nc1cccc(Cl)c1)OCCOCCOC(=O)Nc1cccc(Cl)c1
3 | CSC1=Nc2sc3c(c2C2=NCCN12)CC(C)(C)OC3
3 | Cc1ccc(S(=O)(=O)N(CC(=O)NCc2ccccc2)C(=O)N2CCN(C)CC2)cc1
3 | O=C(c1ccc(F)cc1)C1CCN(C(=O)c2ccc(Cl)cc2)CC1
-1 | N#CC(=C(O)COC(=O)CCC1CCCCC1)c1nc2ccccc2[nH]1
-2 | O=C(CCCCCCCC(=O)N1CCCCCC1)N1CCCCCC1
6 | O=C1CN(S(=O)(=O)c2ccccc2Cl)CCN1
-2 | O=[N+]([O-])c1ccc(O)c(C=NNc2ccc(S(=O)(=O)O)cc2)c1
-27 | CC(=O)Nc1ccc2c(c1)Cc1cc(N3C(=O)C=CC3=O)ccc1-2
-2 | O=C(CCCCn1ccc(=O)[nH]c1=O)Nc1ccc(O)c(C(=O)O)c1
2 | CC(C)C[C@@H](CNCC(=O)[C@H](Cc1c[nH]c2ccccc12)NC(=O)c1[nH]cnc1C(=O)N[C@@H](C)CN)NC(=O)c1nc[nH]c1C(=O)N[C@@H](Cc1ccccc1)C(=O)O
1 | CCOc1ccc(CCN2C(=S)N([C@@H](CC(C)C)CN3CCCC3CN3C(=S)NC[C@@H]3CC(C)C)C[C@@H]2Cc2ccc(O)cc2)cc1 (stereo not given in full)
-30 | Cc1ccc(S(=O)(=O)SC/C=C/CSS(=O)(=O)c2ccc(C)cc2)cc1
2 | COC(=O)[C@@]1(Cc2ccccc2)[C@H]2C(=O)N(Cc3ccccc3)C(=O)[C@H]2[C@H]2CN=C(SCC(=O)c3ccccc3)N21
8 | CC(C)(C)c1ccc(C(=O)NC(=O)COC(=O)c2ccco2)cc1
0 | O=C(Oc1ccc(Br)cc1)C1CCN(C2=NS(=O)(=O)c3ccccc32)CC1
0 | CCCc1nnc(NC(=O)c2oc3ccccc3c2COCC)s1
0 | CC(=O)c1ccc(S(=O)(=O)N(C)CC(=O)Nc2cc(C)on2)cc1
6 | COc1ccc2sc(-c3ccccc3OC)c(-c3ccc(OCCN4CCOCC4)cc3)c2c1
4 | Cc1ccc(C)c(S(=O)(=O)N(C)c2ccc(OC(=O)C3CCN(C(=O)c4ccc(F)cc4)CC3)cc2)c1
2 | CCCN(CC(=O)Nc1ccccc1C)C(=O)C1CCN(S(=O)(=O)c2ccc3c(c2)OCCO3)CC1
2 | C=C1c2cccc(OC)c2O[C@H](C(=O)OCC)[C@@H]1CC(CC)CCCC (stereo not given in full)
-3 | CC(=O)Nc1ccc2c(c1)Cc1c(F)cccc1-2
1 | CC[C@]12c3[nH]c4cc(-c5ccco5)ccc4c3CCN1C(=O)[C@@H](CC(=O)NCc1cccc(C(F)(F)F)c1)C[C@@H]2C(=O)N1CCN(C(=O)c2ccco2)CC1
5 | C=CCN(c1ccc(OC)cc1)S(=O)(=O)c1ccc(Cl)c(C(=O)OCC(=O)c2c(N)n(C)c(=O)n(C)c2=O)c1
7 | Cc1ccc(S(=O)(=O)N2CCc3ccccc3CC2)cc1
5 | CCOc1ccc(OCCC(=O)N(CCOC)c2c(N)n(Cc3ccccc3)c(=O)[nH]c2=O)cc1
3 | CCc1nn(CC(=O)NCCCN2CCOCC2)c(=O)c2cc3c(OC)cccc3n12
-2 | COc1cc(OC)c2c(-c3cccc(/C=C/c4ccc(F)cc4)c3)cc(=O)oc2c1
4 | CC(C)N(C(=O)[C@H]1C[C@H](CC(=O)NCCCN(C)C)C(=O)N2CCc3c([nH]c4ccc(Cl)cc34)[C@]12C)C(C)C
5 | O=C(NNS(=O)(=O)c1ccc([N+](=O)[O-])cc1)c1ccccc1
3 | CCCCn1c(N)c(N(CCOC)C(=O)CCN2C(=O)C3CC=CCC3C2=O)c(=O)[nH]c1=O (stereo not given)
2 | Cn1c(=O)c2c(nc(C3CC4C5CCC(C5)C4C3)n2C)n(C)c1=O (stereo not given)
3 | Cc1nc(NCCCN2CCOCC2)c2cnn(-c3ccccc3)c2n1
-1 | CC1CC1C(=O)Nc1ccc(S(=O)(=O)N2CCCCC2)cc1 (stereo not given)
0 | O=C1OC(c2ccccc2)(c2ccc3cc(O)ccc3c2)c2ccccc21 (stereo not given)

Further results follow:
IDE cell activ | SMILES
-4 | CC(=NNc1nc2ccccc2s1)c1ccncn1
0 | O=C(CCN=C1NS(=O)(=O)c2ccccc21)OCc1c(F)c(F)c(F)c(F)c1F
3 | COc1c2c(c(CCC(=O)O)c3c1C=CC(C)(C)O3)OC(C)(C)C=C2
1 | CCOc1ccc(NC2=CC(=O)C(=O)c3ccccc32)cc1
11 | CN1CCCN(S(=O)(=O)c2ccccc2)c2nc3ccccc3nc21
0 | Cc1ccc(S(=O)(=O)NOCc2ccccc2)cc1
5 | O=C(Cc1cccc(NC(=O)C2CCN(S(=O)(=O)c3cccc([N+](=O)[O-])c3)CC2)c1)Nc1cccc(C(=O)N2CCOCC2)c1
1 | Cc1ccc(C(=O)COC(=O)c2cc(C)no2)c(C)c1

Taken from the results shown (5 entries):
IDE cell activ | SMILES
1 | CCOc1ccc(NC2=CC(=O)C(=O)c3ccccc32)cc1
11 | CN1CCCN(S(=O)(=O)c2ccccc2)c2nc3ccccc3nc21
0 | Cc1ccc(S(=O)(=O)NOCc2ccccc2)cc1
5 | O=C(Cc1cccc(NC(=O)C2CCN(S(=O)(=O)c3cccc([N+](=O)[O-])c3)CC2)c1)Nc1cccc(C(=O)N2CCOCC2)c1
1 | Cc1ccc(C(=O)COC(=O)c2cc(C)no2)c(C)c1

More compounds follow.
IDE cell activ | SMILES
5 | CN(CCc1ccccc1)C(=O)c1cccc(NC(=O)Cc2cccc(NC(=O)C3CCN(C(=O)C4CC4)CC3)c2)c1
3 | Cn1nc(C#N)c(=O)[nH]c1=O
1 | COc1ccc2cc(C3=CCCC3(C)C(=O)O)ccc2c1 (stereo not given)
4 | COc1ccc2[nH]c3c(c2c1)CCN1C(=O)C(CC(=O)NCCc2ccccn2)C[C@H](C(=O)N2CCOCC2)[C@@]31C (stereo not given in full)
-1 | Cc1csc(SCC(=O)N(C)C2CCS(=O)(=O)C2)n1 (stereo not given)
-1 | CN1C(=O)N(CC(=O)N2CCN(S(=O)(=O)c3ccc4c(c3)CCC4)CC2)C(=O)C12CCCCC2
0 | O=c1ccn([C@@H]2O[C@H](CNS(=O)(=O)c3cc4ccccc4s3)[C@@H](O)[C@H]2O)c(=O)[nH]1
4 | C=CC(=O)Nc1cccc(Oc2ccnc3[nH]ccc23)c1
